CAL PDZ FP-1 = untagged CAL PDZ binding inhibitors, primary screen, biochemical, fluorescence polarization, HTS; actives 0.92% (n = 300,000); inhibition, % at 24.9 µM; Golgi-associated PDZ and coiled-coil motif-containing protein (Homo sapiens), Q9HD26; AID 602252, 2012; purified CAL PDZ, TMR-peptide fluorescence polarization, 1 h;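 active means mean inhibition of at least 30% with at least half of replicates also reaching 30%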;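 further: 0% = DMSO neutral control and 100% = excess unlabeled competitor peptide PRC23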
phage Ecoli inh = growth loss of phage-infected E. coli, primary screen, RecBCD inhibitor project, absorbance, with phage, HTS. actives 0.26% (n = 360,000). inhibition, % at 11.9 µM. AID 651602, 2012; in the data active means inhibition above about 11%
AddAB inh = growth inhibition of E. coli expressing H. pylori AddAB, primary screen, AddAB inhibitor project, absorbance; inhibition, % at 11.9 µM; actives 0.29% (n = 330,000); AID 435030, 2010; in the data active means inhibition above about 12%;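 further: 0% = vehicle wells of infected cells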
CAL PDZ FP-2 = CAL PDZ peptide-binding inhibitors, primary screen, biochemical, fluorescence polarization, Cer-tagged CAL PDZ, HTS. Golgi-associated PDZ and coiled-coil motif-containing protein (Homo sapiens), Q9HD26. purified CAL PDZ, TMR-peptide fluorescence polarization, 1 h. inhibition, % at 20 µM. actives 0.02% (n = 330,000). AID 504414, 2011;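 active means highest replicate inhibition of at least 40%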;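 further: plate controls were DMSO neutral control wells for no effect and unlabeled competitor peptide control wells for full effect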
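material = purified tagged CAL PDZ domain construct (CerCALP) | compound dosing = 20 µM, one dose | times = 1 h at RT | measured by = fluorescence polarization from S- and P-plane intensities, G-factor corrected | read-out = inhibition from polarization loss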
MITF TRPM1 HTS = activators of MITF-driven TRPM1 promoter reporter, primary screen, cell-based, SK-MEL-5, luciferase, single point | actives 0.75% (n = 300,000) | activation, % at 12.5 µM | SK-MEL-5 TRPM1-promoter luciferase, 24 h; % of positive control, neutral wells = 0 | AID 588334, 2011;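 active means mean activation of at least 80% with every replicate also reaching 80%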;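 further: 0% = neutral control wells and 100% = parthenolide positive control wells; values of inactives mirror those of a sister screen read the other way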
Wnt act = Wnt/beta-catenin pathway activators, primary screen, cell-based, plate reader, single point; actives 1.2% (n = 300,000); Wnt/beta-catenin reporter cell assay, activator; activation, % at 9.35 µM; in the data active means activation above about 30%, passing the limit was not always enough;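 further: 0% = neutral control wells and 100% = positive control wells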
E coli growth = E. coli V3065 growth inhibition, primary screen, counter-screen for AddAB inhibitor project, absorbance, OD600; 18 h; actives 0.27% (n = 330,000); inhibition, % at 11.9 µM;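 active means inhibition above the campaign's mean inhibition across all tested compounds plus 3 SD, cut at about 9.9% in these data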;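 further: uninfected addAB+ strain grown without phage in ampicillin broth; 0% = DMSO wells and 100% = ciprofloxacin 0.95 µg/ml wells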
Tat transport = E. coli Tat export inhibitors, primary screen, MC4100, TorA-mCherry reporter, fluorescence, single point; inhibition, % at 10 µM; actives 0.036% (n = 340,000); AID 488895, 2010;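 active means mean replicate inhibition at least 50% and at least half of replicates individually reaching 50%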;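 further: exported cargo escapes ClpAP degradation while cytoplasmic cargo is degraded and loses fluorescence; 0% = median of neutral control wells and 100% = median of NaSCN control wells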
SR-BI uptake up = activators of SR-BI mediated DiI-HDL uptake, primary screen, ldlA[mSR-BI] CHO cells, DiI fluorescence | actives 0.096% (n = 320,000) | AID 504775, 2011 | 3 h; 100 = double the neutral-control signal | activation, % at 12.5 µM;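 active means mean replicate activation of at least 60% and every replicate at or above 60%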;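 further: 0% = median plate neutral-control signal and 100% = twice that signal; values of inactives mirror those of a sister screen read the other way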
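material = CHO ldlA[mSR-BI] cells | medium = Ham's F12 with 0.5% BSA, HEPES 25 mM, pH 7.4 | reagent = fluorescent DiI-HDL, 10 µg/mL final | compound dosing = single-point compound dose | incubation = 3 h, 37 °C | measured by = bottom-read fluorescence, 550/595 nm | measure = HDL uptake via cellular fluorescence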
SR-BI HDL uptake = inhibitors of SR-BI mediated HDL lipid uptake, primary screen, ldlA[mSR-BI] cells, fluorescence, single point; inhibition, % at 12.5 µM; Scavenger receptor class B member 1 (Mus musculus), Q61009; ldlA[mSR-BI] CHO cells, DiI-HDL uptake fluorescence, 3 h; actives 0.96% (n = 320,000);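 active means mean replicate inhibition of at least 70% and a set share of replicates each scoring 70 or more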;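 further: 0% = median of neutral control wells and 100% = median of positive control wells; values of inactives mirror those of a sister screen read the other way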
Target sequence (Q61009 whole entry, looked up): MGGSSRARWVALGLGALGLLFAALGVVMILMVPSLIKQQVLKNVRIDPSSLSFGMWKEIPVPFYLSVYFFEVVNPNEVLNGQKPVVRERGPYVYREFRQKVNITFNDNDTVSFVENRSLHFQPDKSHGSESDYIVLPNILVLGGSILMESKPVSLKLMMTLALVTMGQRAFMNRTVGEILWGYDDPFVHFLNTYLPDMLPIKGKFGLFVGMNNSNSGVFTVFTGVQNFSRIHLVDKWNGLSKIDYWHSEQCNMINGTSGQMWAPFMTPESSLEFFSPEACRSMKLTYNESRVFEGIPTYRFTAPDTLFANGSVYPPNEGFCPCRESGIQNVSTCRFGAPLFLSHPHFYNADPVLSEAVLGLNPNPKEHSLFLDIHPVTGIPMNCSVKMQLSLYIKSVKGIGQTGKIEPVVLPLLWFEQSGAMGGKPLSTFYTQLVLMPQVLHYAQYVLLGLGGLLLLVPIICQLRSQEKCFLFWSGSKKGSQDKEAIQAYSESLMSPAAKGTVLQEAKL
Starred values were filed as active, the others as inactive; · = no result given.

SMILES	CAL PDZ FP-1	phage Ecoli inh	AddAB inh	CAL PDZ FP-2	MITF TRPM1 HTS	Wnt act	E coli growth	Tat transport	SR-BI uptake up	SR-BI HDL uptake
CCOC(=O)COc1cc(=O)n(CC)c2ccccc12	-4.9	0.0	-0.1	-2.4	1.1	-4.6	0.1	-3.5	14.1	-14.1
CC(=O)NCCNC(=O)c1oc2ccccc2c1CSc1ncn[nH]1	71.9*	1.5	2.5	-0.8	-11.4	0.6	-0.9	-1.8	4.8	-4.8
CCCOc1ccc(N2C(=O)CC(SC(=NCC)NCC)C2=O)cc1 (stereo not drawn)	-1.3	1.7	1.9	-2.2	-6.2	·	0.1	-4.0	-13.0	13.0
CCOC(=O)CSc1nnc(CNC(=O)c2ccc(OC)cc2)n1Cc1ccccc1	-2.8	0.5	1.1	·	·	0.5	-2.5	3.8	16.4	-16.4
Oc1c(Cl)cccc1C=Nc1cc(C(F)(F)F)ccc1N1CCCC1	-7.2	1.0	1.0	0.2	-13.5	·	-0.6	4.6	5.4	-5.4
C=COCCn1c(=N)n(CCC)c2ccccc21	-1.3	2.6	3.3	-0.4	2.0	·	2.7	1.5	10.9	-10.9
CN1CCN(c2ccc(NC(=O)COc3ccc4ccccc4c3)cc2)CC1	-1.0	1.2	0.4	-1.0	11.8	2.1	-0.6	6.6	6.4	-6.4
O=C(COc1ccc(Cl)cc1Cl)N/N=C/c1ccc[nH]1	-3.2	2.5	4.6	-2.2	17.2	-11.8	-0.4	2.9	-35.7	35.7
CCOC(=O)Cc1nnc(NC(=O)CSc2ccccc2)s1	-1.3	0.2	0.7	0.6	-2.4	-1.0	-5.4	-0.6	7.0	-7.0
F[B-](F)(F)COCc1ccccc1Br	-6.9	3.0	·	-0.1	-6.8	-1.9	·	-3.1	-9.7	9.7
CN1C(=S)SC(/[N+]([O-])=C\c2ccccc2)C1(C)C (stereo not drawn)	-5.0	1.9	3.4	-3.8	·	-6.8	0.8	-2.1	17.9	-17.9
O=C(CCNS(=O)(=O)c1ccccc1Cl)N1CCN(c2ccccn2)CC1	-2.0	2.3	1.8	0.0	·	1.7	-2.9	10.1	6.5	-6.5
CCc1ccccc1Nc1nn2c(=O)c3ccc(C(=O)NCc4ccccn4)cc3nc2s1	-0.8	2.6	-2.1	-2.3	-8.3	-5.2	-0.6	5.8	-4.7	4.7
CCC1(c2ccc(F)cc2)NC(=O)N(CC(=O)NC2CCCCCC2)C1=O (stereo not drawn)	2.2	-1.5	0.5	-0.6	·	0.2	0.9	-0.1	18.6	-18.6
CCCOc1ccc(N2C(=O)CC(N(C(=O)c3ccco3)c3ccc(OCCC)cc3)C2=O)cc1 (stereo not drawn)	-4.8	3.6	0.4	-1.6	2.0	·	-2.9	15.3	-20.0	20.0
COc1ccc(CC(=O)Nc2sccc2C#N)cc1S(=O)(=O)N1CCOCC1	-3.7	2.7	-0.5	-2.1	-7.7	-1.7	3.0	-9.3	-7.3	7.3
COc1cc2c(cc1OC)CN(c1nc(CN3CCCCC3)nc3sc4c(c13)CCCC4)CC2	-2.6	0.2	-0.8	0.6	-3.8	-2.6	-2.2	4.4	·	·
c1csc(CNc2nc(-c3cccs3)nc3ccccc23)c1	-6.3	3.5	7.3	-1.4	3.0	0.5	1.5	6.8	-4.9	4.9
Cc1ccc(S(=O)(=O)c2nc(-c3ccc(F)cc3)oc2SCC(=O)NCC2CCCO2)cc1 (stereo not drawn)	0.3	2.6	-2.5	-1.7	-0.3	-1.9	-1.6	8.9	13.7	-13.7
Cc1cc(C)c2c(=O)cc(C(F)F)oc2c1	-1.7	0.9	1.6	-0.2	1.5	·	-1.8	6.5	-6.4	6.4

A draw from above in order of molecular weight, high to low:
SMILES	CAL PDZ FP-1	phage Ecoli inh	AddAB inh	CAL PDZ FP-2	MITF TRPM1 HTS	Wnt act	E coli growth	Tat transport	SR-BI uptake up	SR-BI HDL uptake
Cc1ccc(S(=O)(=O)c2nc(-c3ccc(F)cc3)oc2SCC(=O)NCC2CCCO2)cc1 (stereo not drawn)	0.3	2.6	-2.5	-1.7	-0.3	-1.9	-1.6	8.9	13.7	-13.7
COc1ccc(CC(=O)Nc2sccc2C#N)cc1S(=O)(=O)N1CCOCC1	-3.7	2.7	-0.5	-2.1	-7.7	-1.7	3.0	-9.3	-7.3	7.3
O=C(CCNS(=O)(=O)c1ccccc1Cl)N1CCN(c2ccccn2)CC1	-2.0	2.3	1.8	0.0	·	1.7	-2.9	10.1	6.5	-6.5
CCC1(c2ccc(F)cc2)NC(=O)N(CC(=O)NC2CCCCCC2)C1=O (stereo not drawn)	2.2	-1.5	0.5	-0.6	·	0.2	0.9	-0.1	18.6	-18.6
CCCOc1ccc(N2C(=O)CC(SC(=NCC)NCC)C2=O)cc1 (stereo not drawn)	-1.3	1.7	1.9	-2.2	-6.2	·	0.1	-4.0	-13.0	13.0
CCOC(=O)COc1cc(=O)n(CC)c2ccccc12	-4.9	0.0	-0.1	-2.4	1.1	-4.6	0.1	-3.5	14.1	-14.1
F[B-](F)(F)COCc1ccccc1Br	-6.9	3.0	·	-0.1	-6.8	-1.9	·	-3.1	-9.7	9.7
Cc1cc(C)c2c(=O)cc(C(F)F)oc2c1	-1.7	0.9	1.6	-0.2	1.5	·	-1.8	6.5	-6.4	6.4

More entries
SMILES	CAL PDZ FP-1	phage Ecoli inh	AddAB inh	CAL PDZ FP-2	MITF TRPM1 HTS	Wnt act	E coli growth	Tat transport	SR-BI uptake up	SR-BI HDL uptake
Cc1cc(C(=O)O)c(CSCc2cc(C(=O)O)oc2C)o1	-2.1	3.6	2.3	-2.6	-7.7	-0.6	-3.5	1.1	-7.8	7.8
Oc1cc(CNC2CCCCC2)c(O)cc1CNC1CCCCC1	·	4.6	·	0.3	1.0	-2.6	·	4.5	-13.2	13.2
CCN1CCCC1CNC(=O)c1ccc(Sc2ccc(F)cc2)c([N+](=O)[O-])c1 (stereo not drawn)	-1.0	0.3	1.2	-0.1	-4.9	-2.7	0.7	-0.2	23.5	-23.6
COc1cc(C2NC(=S)NC(C)=C2C(=O)OC(C)C)ccc1OC(C)C (stereo not drawn)	-1.1	4.5	1.5	-2.5	·	·	0.1	-1.8	-32.0	32.0
Cc1ccc(NC(=S)N2CCCC(c3ccccc3)=N2)cc1	38.9*	2.9	0.3	-0.6	7.7	5.0	0.8	3.8	-33.5	33.5
O=C(Cc1ccccc1)NNC1CC(=O)N(c2ccc(Oc3ccccc3)cc2)C1=O (stereo not drawn)	-4.7	2.8	0.3	-1.2	·	0.4	1.6	-7.1	-8.5	8.5
CCCCn1c(N)c(N(CCOC)C(=O)C2CCN(S(=O)(=O)c3ccc(F)cc3)CC2)c(=O)[nH]c1=O	-1.1	0.7	2.0	-1.7	-8.4	0.9	3.5	-5.3	11.4	-11.4
COc1ccc(CNC(=O)Cn2c(=O)oc3ccccc32)cc1OC	-4.2	0.1	1.0	-0.3	0.3	·	-0.8	1.2	-2.4	2.4
COc1ccc(C2NC(c3ccc(OC)cc3)C(C)C(=O)C2C)cc1 (stereo not drawn)	-7.5	3.4	-0.5	-0.8	-0.3	1.7	-3.6	1.8	-7.4	7.4
CCCCC(CCC(=O)Nc1ccn(-c2ccccc2)n1)C(=O)O (stereo not drawn)	-3.5	2.3	1.3	0.5	9.3	-0.4	0.5	-0.5	-0.6	0.6
Cc1cccc(N(CC(=O)N2CCN(C)CC2)S(=O)(=O)c2ccccc2)c1	-3.5	5.0	-0.2	1.6	-2.8	0.8	-1.6	-3.5	9.6	-9.6
Cc1cccc(C(=O)N2c3ccccc3C(=O)OC2c2ccc3c(c2)OCO3)c1 (stereo not drawn)	1.4	4.1	4.1	0.4	-2.9	·	0.2	-1.9	12.8	-12.8
COc1cccc(/C=N/c2nc3ccccc3[nH]2)c1O	-3.3	3.6	0.1	0.2	·	-0.5	-0.3	-6.2	-1.7	1.7
COc1cc(Br)c(-c2sc(Nc3ccccc3)n[n+]2-c2ccc(F)cc2)cc1OC	-1.4	1.7	2.3	-1.4	5.2	0.8	0.7	-5.6	-3.2	3.2
CCOc1ccc(NC(=S)NC(=O)C2CCCC2)cc1	32.1*	3.4	1.3	-0.4	20.8	10.7	1.2	-3.8	·	14.4
C/C(CC(=O)Nc1ccccn1)=N\NC(=O)c1cnccn1	11.8	2.6	1.3	-0.5	-5.8	-4.1	3.5	-5.2	·	·
CC1CCN(CCCNC(=O)c2ccc(CS(=O)(=O)Cc3ccc(Cl)cc3)o2)CC1	1.5	3.2	1.4	0.6	16.0	0.1	0.2	2.7	-8.7	8.7
CCOC(=O)COc1ccc(S(=O)(=O)N2CCN(c3ccc(F)cc3)CC2)cc1	-5.5	2.6	0.1	0.0	5.2	·	-0.2	5.6	8.9	-8.9
COc1cc([N+](=O)[O-])ccc1Nc1nc(C)cc(C)n1	-1.8	3.8	-2.0	1.0	-0.5	4.8	-0.5	-3.1	3.2	-3.2
Cc1cc(C)c(S(=O)(=O)c2ccccc2)c(OC(=O)c2ccc(Cl)cc2Cl)n1	-2.6	·	3.1	-9.2	-5.6	·	2.8	8.0	-4.7	4.7
Cc1nc(-c2ccccc2)sc1C(=O)/C=C/N(C)C	·	0.7	2.1	-7.5	70.0	-2.3	0.1	6.0	-7.4	7.4
O=C(NCC(c1ccc(F)cc1)N1CCOCC1)c1ccc(OCc2ccccc2)cc1 (stereo not drawn)	6.1	0.6	1.6	-0.5	7.4	-2.8	2.7	7.9	5.6	-5.6
CN(C)C(=S)SCC(=O)Nc1cccc(C(F)(F)F)c1	-0.8	5.1	2.0	-2.3	33.1	-1.3	-1.8	-4.3	7.5	-7.5
CCc1nc2ccccc2c(C(=O)OCC(=O)NCCCN2CCCC2=O)c1C	0.9	0.9	1.4	-2.0	-6.2	-2.3	-3.1	-1.4	12.6	-12.6
Cc1ccc(CSc2nc3c(c(=O)[nH]2)C(c2ccncc2)C2=C(CCCC2=O)N3)cc1 (stereo not drawn)	-3.0	3.5	0.3	-4.2	·	·	0.8	-2.1	15.3	-15.3
Cc1ccc(/C=N/OC(=O)c2nn(C)cc2Cl)cc1	-6.7	4.7	3.6	·	48.2	-0.4	-0.8	-7.9	10.9	-10.9
COc1ccccc1CCN1CCCC(CN(C)C(=O)c2ccoc2)C1 (stereo not drawn)	·	0.8	3.2	-0.1	-2.4	-2.6	-0.9	-3.4	5.0	-5.0
CC(c1ccccc1)N1C(=O)c2ccc(C(=O)NCc3cccnc3)cc2C1=O (stereo not drawn)	-2.9	2.8	5.3	-2.8	-7.2	-1.1	-0.4	-9.2	-21.1	21.1

High-throughput results from PubChem BioAssay.
